EBI2 antag: antagonists of human EBI2 receptor; 360,000 compounds, 0.81% hits; inhibition, % at 5 µM; P32249; AID 651636; EBI2 beta-arrestin recruitment, luminescence, 7a,25-OHC stimulated; in the data active means inhibition above about 38%;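 further: enzyme fragment complementation signal reports receptor beta-arrestin coupling in cells; 0% = agonist plus DMSO wells and 100% = wells without agonist; some results beyond the cut were filed as inactive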
Target sequence (P32249 whole entry, looked up, the tested form may be a part): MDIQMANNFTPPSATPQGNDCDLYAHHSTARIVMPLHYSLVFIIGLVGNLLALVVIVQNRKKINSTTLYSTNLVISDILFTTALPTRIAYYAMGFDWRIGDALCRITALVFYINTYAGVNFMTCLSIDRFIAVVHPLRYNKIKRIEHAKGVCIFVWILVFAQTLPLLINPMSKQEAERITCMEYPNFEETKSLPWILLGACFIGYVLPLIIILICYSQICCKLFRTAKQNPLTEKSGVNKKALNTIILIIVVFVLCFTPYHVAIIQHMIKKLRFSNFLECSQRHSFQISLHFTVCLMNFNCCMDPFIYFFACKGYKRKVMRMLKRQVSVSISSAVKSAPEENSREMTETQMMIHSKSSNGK
CXCR6 block: inhibitors of human CXCR6 receptor | O00574 | CHO-K1 PathHunter CXCR6 beta-arrestin, luminescence | inhibition, % at 20 µM | 360,000 compounds, 0.36% hits | AID 602244; in the data active means inhibition above about 34%, passing the limit was not always enough;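 further: antagonist mode with CXCL16 agonist at 10 nM final; 0% = 10 nM CXCL16 with DMSO and 100% = unstimulated wells without agonist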
Target sequence (O00574 whole entry, looked up): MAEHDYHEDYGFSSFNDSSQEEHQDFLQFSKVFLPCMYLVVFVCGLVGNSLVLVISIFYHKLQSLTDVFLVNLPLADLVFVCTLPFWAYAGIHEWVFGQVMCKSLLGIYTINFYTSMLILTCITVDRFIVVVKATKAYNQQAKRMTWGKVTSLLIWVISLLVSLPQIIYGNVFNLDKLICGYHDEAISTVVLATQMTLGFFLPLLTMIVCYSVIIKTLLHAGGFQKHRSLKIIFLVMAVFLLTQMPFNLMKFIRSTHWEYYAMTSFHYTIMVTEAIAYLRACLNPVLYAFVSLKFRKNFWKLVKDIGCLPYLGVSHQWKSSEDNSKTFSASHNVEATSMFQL
Starred values were filed as active, the others as inactive. A portion of the library; rates above refer to the full screens.

SMILES	EBI2 antag	CXCR6 block
CC(C)NC(=O)N(C)C[C@H]1OCc2cnnn2CCCC(=O)N([C@@H](C)CO)C[C@H]1C	-4.8	-0.4
CC1(C)N=C(N)NC(=NCCCOc2ccc([N+](=O)[O-])cc2)N1	1.4	-3.8
O=C(c1cnc(Cl)c(Cl)c1)N1CCN(S(=O)(=O)c2cccs2)CC1	1.7	-4.3
COc1ccc([C@H]2C[C@H](O)[C@@H](n3cc(C4CC4)nn3)CN2C(=O)c2cccs2)cc1	-3.4	-1.3
Cc1ccc(S(=O)(=O)NC(=O)C2(C)CCN2C(=O)Cc2cccs2)cc1 (stereo not given)	0.3	-10.6
COc1ccc(S(=O)(=O)N2CCN(C(=O)c3ccccc3Cc3ccccc3)CC2)cc1OC	-3.1	2.9
OC[C@@H]1CN(Cc2ccc(-c3ccccc3)cc2)C[C@H](n2cnc3c(NCc4ccco4)ncnc32)O1	-5.7	-7.2
O=C(Nc1ccc(F)cc1)Nc1nnc([C@H]2C[C@H](O)[C@@H](CO)O2)s1	-6.1	9.6
CC(C(=O)N1CCCC1)N(c1ccc(Cl)cc1)S(C)(=O)=O (stereo not given)	-4.7	-10.5
COCCNC(=O)C1(C)CCCN(Cc2cccc(F)c2)C1 (stereo not given)	-6.9	2.3
CN1CCN(c2ccc(S(=O)(=O)N3CCCCC3)cc2NC(=O)CSC(C)(C)C)CC1	12.9	2.0
CCCN(C(=O)CSCc1ccc(C)cc1)c1c(N)n(Cc2ccccc2)c(=O)[nH]c1=O	-15.9	2.3
CC1(C(=O)NCc2ccc(F)c(F)c2)Cc2c(-c3cccc(C(N)=O)c3)ccnc2O1 (stereo not given)	4.6	-0.5
CC(C)NC(=O)c1cc(C2CCCCN2C(=O)c2ccccc2)on1 (stereo not given)	-1.0	-1.4
O=C(CNC(=O)c1cccc(-n2cccc2)c1)Nc1ccccc1Br	-8.0	1.9
C=C[C@]1(C)C=C2C(=O)[C@@]3(O)OC(=O)[C@@]4(CCCC(C)(C)[C@H]34)[C@@]2(O)CC1	-6.9	0.2
CC1(C(=O)Nc2ccccc2)CCN1C(=O)C1(c2ccc(Cl)cc2)CC1 (stereo not given)	-5.4	7.4
CS(=O)(=O)N(CC(=O)N1CCOCC1)c1cccc(Cl)c1	-4.5	-5.1
CCC(CC)C(=O)N(C)c1c(C)nc2c(OCCC3CCCCC3)cccn12	29.0	18.7
CC1(C(=O)NC2CCN(Cc3ccccc3)CC2)CCN1Cc1cc2ccccc2o1 (stereo not given)	14.1	-1.0
Nc1[nH]c(C(=O)c2ccccc2)c(-c2ccc(F)cc2)c1C(=O)NCCc1c[nH]c2ccccc12	16.0	5.8
CSc1ccc(C(O)c2ncc(-c3ccccc3Cl)[nH]2)cc1 (stereo not given)	6.6	3.4
CC1(C)NC(=O)N(CCC(=O)Nc2ccc(C(C)(C)C)cc2)C1=O	-4.9	6.7
C[C@@H]1CN([C@H](C)CO)C(=O)c2cc(Br)cnc2O[C@H]1CN(C)C(=O)Cc1ccncc1	5.7	-3.6
CCOc1ccc(-c2cccc(NS(=O)(=O)c3cccc([N+](=O)[O-])c3)c2)nn1	-9.7	1.0
The results go on:
SMILES	EBI2 antag	CXCR6 block
COC(=O)c1ccccc1NC(=O)CSc1nc2ccsc2c(=O)n1Cc1ccc(C(=O)O)cc1	-3.1	-0.7
Cc1ccc(-c2nc3ccc(Br)cn3c2Cc2ccccc2)cc1	4.6	1.9
CC1(Cc2cccc(C#N)c2)C(=O)Nc2ccc(-c3cccc(C(F)(F)F)c3)cc21 (stereo not given)	17.2	-8.1
CN(Cc1ccccc1)C(=O)c1csc([C@@H]2O[C@H](CO)[C@H](O)[C@H](O)[C@H]2O)n1	-0.4	-5.0
COC(=O)c1ccc(-c2nc(CN3CCN(C(=O)c4ccco4)CC3)c(C)o2)cc1	-11.5	0.4
COc1ccc(/C=C2/SC(=S)N(CCC(=O)Nc3cccnc3)C2=O)cc1OC	-0.5	6.7
CC(C)S(=O)(=O)N1CCCC(c2cc(C(=O)Nc3ccc(F)c(Cl)c3)no2)C1 (stereo not given)	4.5	-0.8
CCCC(=O)N1CCCC(c2cc(C(=O)NCc3ccc(F)cc3)no2)C1 (stereo not given)	7.3	9.4
CC1(C)CC(=O)C=C(Nc2ccc(O)cc2)C1	-8.2	0.2
CNc1ncnc2c1ncn2[C@H]1CN(Cc2ccccc2)C[C@@H](CO)O1	4.2	-1.9
Cc1ccc(S(=O)(=O)N(C)C)cc1NC(=O)COC(=O)c1cccs1	-5.2	2.9
C=Cc1ccc(Cn2c(C)c(C(=O)NCc3cccc([N+](=O)[O-])c3)sc2=O)cc1	4.2	2.0
NC(Cc1ccc(Cl)cc1)c1csc(Nc2cc(Oc3ccccc3)ncn2)n1 (stereo not given)	-15.9	-13.5
Cc1cc(Cl)ccc1N(CC(=O)N(C)Cc1ccccc1)S(C)(=O)=O	-0.9	3.2
O=C(c1cccs1)N1C[C@H](O)[C@@H](n2cc(C3CC3)nn2)C[C@@H]1c1ccccc1	-7.2	-2.0
CCCS(=O)(=O)NC(=O)C1(C)CCN(C(=O)c2ccc(OC)c(F)c2)C1 (stereo not given)	3.9	-10.4
O=C(c1ccc([N+](=O)[O-])s1)N1CCN(c2ncccn2)CC1	-22.7	-2.3
CNc1cc(C(=O)Nc2cccc(OCc3ccccc3)c2)ncn1	11.2	4.5
COC(=O)C1=C(C(=O)OC)C2C=CC1C1C(OC(C)=O)C(OC(C)=O)C21 (stereo not given)	-4.5	5.1
CCCCc1c(-c2ccccc2OC)ncn1CCc1cccc(OC)c1	8.7	-7.0
CCCCC[C@@H]1CCCCC[C@H](O)C[C@H](O)[C@@H](O)/C=C/C(=O)O1	-6.0	-8.7
CC1CCN(C(=O)C2CCC(CNS(=O)(=O)c3ccc4c(c3)C(C)(C)C(=O)N4C)CC2)CC1 (stereo not given)	3.6	1.5
COc1cc(C(=O)OCC(=O)Nc2ccccc2)cc2c1OCCO2	10.4	4.0
C(=C\c1ccccc1)/CN1CCN(C(c2cc3ccccc3o2)c2nnnn2C2CCCC2)CC1 (stereo not given)	51.5*	-1.7
CCCN(C)C1CN(Cc2cn(Cc3cccc(Cl)c3)nn2)S(=O)(=O)C1 (stereo not given)	-12.9	2.8

Copied from the listing for reference:
SMILES	EBI2 antag	CXCR6 block
O=C(c1cnc(Cl)c(Cl)c1)N1CCN(S(=O)(=O)c2cccs2)CC1	1.7	-4.3
COc1ccc([C@H]2C[C@H](O)[C@@H](n3cc(C4CC4)nn3)CN2C(=O)c2cccs2)cc1	-3.4	-1.3
Cc1ccc(S(=O)(=O)NC(=O)C2(C)CCN2C(=O)Cc2cccs2)cc1 (stereo not given)	0.3	-10.6
COc1ccc(S(=O)(=O)N2CCN(C(=O)c3ccccc3Cc3ccccc3)CC2)cc1OC	-3.1	2.9
OC[C@@H]1CN(Cc2ccc(-c3ccccc3)cc2)C[C@H](n2cnc3c(NCc4ccco4)ncnc32)O1	-5.7	-7.2
O=C(Nc1ccc(F)cc1)Nc1nnc([C@H]2C[C@H](O)[C@@H](CO)O2)s1	-6.1	9.6
CC(C(=O)N1CCCC1)N(c1ccc(Cl)cc1)S(C)(=O)=O (stereo not given)	-4.7	-10.5
COCCNC(=O)C1(C)CCCN(Cc2cccc(F)c2)C1 (stereo not given)	-6.9	2.3
CN1CCN(c2ccc(S(=O)(=O)N3CCCCC3)cc2NC(=O)CSC(C)(C)C)CC1	12.9	2.0
CCCN(C(=O)CSCc1ccc(C)cc1)c1c(N)n(Cc2ccccc2)c(=O)[nH]c1=O	-15.9	2.3
CC1(C(=O)NCc2ccc(F)c(F)c2)Cc2c(-c3cccc(C(N)=O)c3)ccnc2O1 (stereo not given)	4.6	-0.5
CC(C)NC(=O)c1cc(C2CCCCN2C(=O)c2ccccc2)on1 (stereo not given)	-1.0	-1.4
O=C(CNC(=O)c1cccc(-n2cccc2)c1)Nc1ccccc1Br	-8.0	1.9
C=C[C@]1(C)C=C2C(=O)[C@@]3(O)OC(=O)[C@@]4(CCCC(C)(C)[C@H]34)[C@@]2(O)CC1	-6.9	0.2
CC1(C(=O)Nc2ccccc2)CCN1C(=O)C1(c2ccc(Cl)cc2)CC1 (stereo not given)	-5.4	7.4
CS(=O)(=O)N(CC(=O)N1CCOCC1)c1cccc(Cl)c1	-4.5	-5.1
CCC(CC)C(=O)N(C)c1c(C)nc2c(OCCC3CCCCC3)cccn12	29.0	18.7
CC1(C(=O)NC2CCN(Cc3ccccc3)CC2)CCN1Cc1cc2ccccc2o1 (stereo not given)	14.1	-1.0

Going on with the list.
SMILES	EBI2 antag	CXCR6 block
CC(C)(C)OC(=O)[C@H](Cc1ccccc1)NC(=O)c1ncn2c1c(=O)[nH]c1ccc(Br)cc12	8.5	16.2
S=c1[nH]ncn1/N=C/c1ccco1	-4.1	-18.0
CCc1ccc2c(c1)NC(=O)C2(C)Cc1cccc(F)c1 (stereo not given)	-5.2	-5.1
Brc1ccc2nc(-c3ccccc3)c(Cc3ccsc3)n2c1	-0.3	-3.6
COc1ccc(OC)c(S(=O)(=O)Nc2ccc3c(c2)OCCO3)c1	-0.1	-4.6
O=S1(=O)CC(N2CCCCC2)CN1Cc1ccccc1 (stereo not given)	-10.6	-15.2
C#CC1(O)CCC2C3CCC4=Cc5oncc5CC4(C)C3CCC21C (stereo not given)	-11.5	-16.7
CC1(Cc2ccc(C(F)(F)F)o2)C(=O)Nc2cc(-c3ccc(F)cc3F)ccc21 (stereo not given)	-9.3	-13.3
CCOC(=O)C1(C)CCN1C(=O)c1ccc(Cl)cc1Cl (stereo not given)	-9.8	-2.3
Nc1ncnc2c1ncn2[C@@H]1O[C@H](C(=O)NCC2CCN(Cc3ccccc3)CC2)[C@@H](O)[C@H]1O	-8.1	-1.9
O=C(Oc1ccc[nH]c1=O)c1ccccc1	-1.6	-1.8
O=C(NCc1ccc(F)cc1)c1cc(C2CCCCN2S(=O)(=O)c2cccs2)on1 (stereo not given)	11.5	5.4
COC(=O)CCC(=O)N1CCC(Oc2cccc(C(=O)NCc3ccccn3)c2)CC1	-1.8	-4.7
CCOC1=C2CN(S(=O)(=O)c3ccc(Cl)cc3)[C@H](c3ccccc3)C[C@@H]2N(S(=O)(=O)c2ccc(C)cc2)[C@H](c2ccccc2)C1	-7.8	-2.7
Cc1nn(-c2ccccc2)c(C)c1C(=O)OCC(=O)Nc1ccc(C(N)=O)cc1	-1.3	-5.0
COc1ccc(-c2csc(C(O)c3ccc(OC)cc3)n2)cc1 (stereo not given)	5.9	-12.8
COc1cc2c3c(c1OC)C(=O)CC3CCCC2 (stereo not given)	0.3	-3.7
Cc1ccc(NC(=O)c2cc(S(=O)(=O)NCC3CCCO3)ccc2F)cc1 (stereo not given)	-2.2	-1.5
Nc1nc2c(ncn2[C@@H]2O[C@H](CNS(=O)(=O)c3cccnc3)[C@@H](O)[C@H]2O)c(=O)[nH]1	-9.9	1.9
CCc1nc2c(OCc3ccc(Cl)cc3)cccn2c1N(C)C(=O)c1cccs1	12.3	9.1
O=C(CCNC(=O)N1CC(=O)Nc2ccccc21)NCc1ccc(Cl)cc1	-3.3	4.0
c1cc(-c2ccoc2)n2ccnc2c1	-3.4	-13.8
CNC[C@@H]1OCc2ccccc2-c2c(n(C)c3ccccc23)C(=O)N([C@H](C)CO)C[C@H]1C	-5.8	5.3
O=C(NC(=S)N1CCN(c2ccc(F)cc2)CC1)c1ccccc1	-6.4	11.0
COc1ccc(-c2ccc(C(=O)NC(C)C)c3occc23)c(C)c1	-17.2	-4.6
The list continues.
SMILES	EBI2 antag	CXCR6 block
Cc1ccc(NC(=O)COC(=O)Cc2c[nH]c3ccccc23)cc1	-6.1	-3.3
COC(=O)[C@]1(Sc2ccccc2)CC(=O)N[C@@H]1c1ccccc1	1.8	-8.3
C[C@@H]1CN([C@@H](C)CO)S(=O)(=O)c2ccc(Br)cc2O[C@@H]1CN(C)C(=O)NC1CCCCC1	-4.8	-0.5
CC(C)NC(=O)Nc1ccc2c(c1)C(=O)N([C@H](C)CO)C[C@H](C)[C@@H](CN(C)Cc1ccc(C(F)(F)F)cc1)OCCCC[C@@H](C)O2	-9.1	2.5
CCCCC(=O)N(C)c1c(CC)nc2c(OCc3ccc(S(C)(=O)=O)cc3)cccn12	-7.4	-4.9
FC(F)(F)c1cnc(NNC(=S)Nc2ccccc2)c(Cl)c1	27.6	73.1*
COc1cccc(C(C)(O)c2nc(-c3ccc(N(C)C)cc3)cs2)c1 (stereo not given)	-2.8	4.0
O=C(COC(=O)/C=C/c1ccccc1Cl)NC1CC1	-10.8	-6.6
COc1cc(Cn2c3ccc(NC(=O)CC(C)C(F)(F)F)cc3c(=O)n2C)ccc1F (stereo not given)	-11.1	2.9
COC(=O)c1ccc2nc(-c3cccc(Cl)c3)c(Cc3cccc(Cl)c3)n2c1	36.2	8.8
Cc1cn([C@H]2C[C@H](O)[C@@H](CNC/C=C/c3ccccc3[N+](=O)[O-])O2)c(=O)[nH]c1=O	1.3	-6.9
CC1(C(=O)NCc2cccc3ccccc23)CCN1Cc1ccc(OC(F)(F)F)cc1 (stereo not given)	0.4	3.5
COc1cc(C(O)c2nc(-c3cccc(C(=O)O)c3)cs2)ccc1F (stereo not given)	-1.1	-7.7

Taken from above:
EBI2 antag, C[C@@H]1CN([C@@H](C)CO)S(=O)(=O)c2ccc(Br)cc2O[C@@H]1CN(C)C(=O)NC1CCCCC1 stands at -4.8
EBI2 antag, Cc1ccc(NC(=O)COC(=O)Cc2c[nH]c3ccccc23)cc1 stands at -6.1

Screens deposited in PubChem BioAssay by Sanford-Burnham Center for Chemical Genomics.
